Source: PubChem BioAssay (National Center for Advancing Translational Sciences (NCATS))
EPAC2 antag – blocks human EPAC2 exchange factor; EPAC2 GEF exchange of Rap1B-BODIPY-GDP, fluorescence; Potency, µM (highest dose often 114 µM), inactives show at the top dose activity, negative = inhibition, usual class: inhibitors; 0.18% of 360,000 active; note: % is set by controls: 0 for no effect and ±100 for the full control effect; nearly all actives have a fitted effect of over 45% in size; many of its hits are not listed in these tables
EPAC1 antagonist – antagonists of human EPAC1 | O95398 | EPAC1 GEF assay, Rap1b-BODIPY-GDP exchange fluorescence | Potency, µM (top dose mostly 115 µM), for the others: at the highest dose activity change, negative = inhibition, actives largely listed as inhibitors | 0.14% of 360,000 active | AID 720709;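 note: plate controls were vehicle for no effect and positive control for full effect; nearly all actives have a fitted effect of over 50% in size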
PTHR1 agonist – activates the human parathyroid hormone receptor PTHR1 | 0.075% of 410,000 active | Q03431 | Potency, µM (highest dose often 115 µM), without a hit: at the top dose activation, most hits filed as activators | HEK293 GP2 PTHR1 cells, GloSensor cAMP luminescence, 1 h | AID 743266; note: nearly all actives have a fitted effect of over 55% in size; some results filed as inactive show a strong effect at the top dose; inactives centre near -15; many of its hits are not listed in these tables
Target sequence (Q03431 whole entry, looked up): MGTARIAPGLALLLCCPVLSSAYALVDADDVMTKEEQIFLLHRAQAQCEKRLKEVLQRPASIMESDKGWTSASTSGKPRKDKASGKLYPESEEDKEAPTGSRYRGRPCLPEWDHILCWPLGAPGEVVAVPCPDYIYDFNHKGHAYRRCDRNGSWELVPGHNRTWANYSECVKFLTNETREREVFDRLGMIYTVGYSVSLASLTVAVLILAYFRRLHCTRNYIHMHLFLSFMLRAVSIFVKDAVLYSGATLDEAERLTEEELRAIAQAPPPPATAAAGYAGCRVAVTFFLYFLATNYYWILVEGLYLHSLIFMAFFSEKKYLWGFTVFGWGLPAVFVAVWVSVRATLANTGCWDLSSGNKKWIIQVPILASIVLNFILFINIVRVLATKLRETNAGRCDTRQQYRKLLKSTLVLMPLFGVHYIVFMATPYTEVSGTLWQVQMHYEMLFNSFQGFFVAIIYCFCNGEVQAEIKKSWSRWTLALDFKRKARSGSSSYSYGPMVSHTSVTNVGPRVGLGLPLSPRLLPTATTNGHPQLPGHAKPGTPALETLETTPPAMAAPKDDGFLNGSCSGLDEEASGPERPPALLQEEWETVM
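HEK-293-derived GP2 cells expressing PTHR1 and a GloSensor cAMP reporter, 3,000/well, plated overnight, given luciferin plus IBMX (each 0.5 mM as added) for 1 h at 37 °C, then compound for 1 h at 37 °C. Luminescence was read after 15 min at room temperature.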
aSyn yeast inh – alpha-synuclein toxicity inhibition in yeast; Yeast expressing alpha-synuclein, growth rescue, BacTiter-Glo, 24 h; Potency, µM (top dose mostly 46.1 µM), for inactives: top-dose growth rescue (activation), usual class: activators; 0.14% of 370,000 active; AID 652106; note: % of control where 0% means no effect; nearly all actives have a fitted effect of over 65% in size
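Readout is rescue of growth in alpha-synuclein-expressing yeast, so inhibitors of toxicity appear as activators. Growth after 24 hr at 30 deg C in galactose medium is quantified by luminescence.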
FUS yeast rescue – rescues growth of FUS-expressing yeast; S. cerevisiae FUS-expressing, growth rescue, OD600, 24 h; Potency, µM (highest dose often 76.6 µM), without a hit: at the highest dose growth rescue (activation), hits mostly activators; 0.24% of 390,000 active; AID 1347120;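 note: plate controls were DMSO vehicle for no effect and reference control for full effect; nearly all actives have a fitted effect of over 55% in size; some results filed as inactive show a strong effect at the top dose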
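Quantitative HTS measuring growth restoration of FUS-toxic yeast. Galactose-induced cells (OD 0.005) were exposed 24hr at 30C to compounds at several concentrations, then absorbance at 600 nm was recorded.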
TDP-43 yeast inh – TDP-43 toxicity inhibition in yeast; TDP-43 expressing yeast growth rescue, BacTiter-Glo, 24 h; Potency, µM (highest dose often 46.1 µM), for inactives: at the highest dose growth rescue (activation), usual class: activators; 1.8% of 410,000 active; AID 652104; note: % of control where 0% means no effect; nearly all actives have a fitted effect of over 50% in size
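Galactose-induced TDP-43 yeast, OD600=0.02, compound pinned; 24 hr, 30 deg C; BacTiter-Glo luminescence for growth. Inhibitors of TDP-43 toxicity read as activators.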
EPAC1 ag – agonists of human EPAC1. 0.073% of 360,000 active. O95398. AID 720707. Potency, µM (top dose mostly 154 µM), without a hit: at the top dose activation, most hits filed as activators. EPAC1 agonist qHTS, biochemical assay; response scale: 100% = response to 6.5 mM cAMP; note: nearly all actives have a fitted effect of over 60% in size
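Nucleotide exchange by EPAC1 (100 nM) on Rap1B–BODIPY-GDP (250 nM) in the presence of 50 uM GDP is tracked fluorescently at 480/540 nm over 30 min. Signals are normalized to a 6.5 mM cAMP control.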
EPAC2 agonist – activates human EPAC2 exchange factor; EPAC2 activation, biochemical qHTS; response scale: 100% = 6.5 mM cAMP response; Potency, µM (top dose mostly 154 µM), for the others: at the top dose activation, actives largely listed as activators; AID 720711; 0.079% of 360,000 active; Q8WZA2; note: nearly all actives have a fitted effect of over 50% in size
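Exchange assay: 100 nM EPAC2 with 250 nM Rap1B-BODIPY-GDP and 50 uM GDP. Fluorescence (ex 480/em 540 nm) read every 5 min for 30 min at room temperature. Data normalized to 6.5 mM cAMP as agonist control.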
An asterisk follows results filed as active; i = inactive; ? = inconclusive; nt = no result given; [ ] = another dose, or the depositor's remark. Calls come from the whole dose curve; as a rule, active = well fitted curve in the direction sought with a large enough effect; inconclusive = small, poorly fitted or top-dose-only effect, or another doubt; inactive = no such curve, though single readings can be large; an effect the other way counts as inactive or inconclusive. Potency is the fitted concentration of half-maximal effect. This is a subset; the hit share may differ from the screen's.

Key to letters – A = EPAC2 antag; B = EPAC1 antagonist; C = PTHR1 agonist; D = aSyn yeast inh; E = FUS yeast rescue; F = TDP-43 yeast inh; G = EPAC1 ag; H = EPAC2 agonist
> CCC1(CC)Cc2ccccc2-c2[nH]c(=S)[nH]c(=O)c21
  A: -9% | B: 2% | C: i | D: 1% | E: 17% | F: 3% | G: 1% | H: 6%

> C/C=C/c1ccc(OCC(O)CNCCc2ccc(OC)cc2)c(OC)c1 (stereo not drawn)
  A: 8% | B: 10% | C: 26% | D: -3% | E: -14% | F: -7% | G: 8% | H: 9%

> CCCS(=O)(=O)N1CCCC(C(=O)Nc2ccc3c(c2)CCC3)C1 (stereo not drawn)
  A: 22% | B: 5% | C: -41% | D: -3% | E: 11% | F: -9% | G: -3% | H: 4%

> O=C(NCc1ccco1)C(=O)NCC1OCCN1S(=O)(=O)c1ccc(Cl)cc1 (stereo not drawn)
  A: -9% | B: 4% | C: i | D: -7% | E: -8% | F: 8% | G: -4% | H: 4%

> COc1cccc(C(=O)Oc2cccc(N3C(=O)C4C5CC(C(Br)C5Br)C4C3=O)c2)c1 (stereo not drawn)
  A: 3% | B: 11% | C: 0% | D: nt | E: 42% | F: -7% | G: 8% | H: 10%

> CC(C)(C)S(=O)(=O)c1ccccc1-c1noc(-c2ccccc2)c1C(N)=O
  A: 10% | B: 4% | C: -14% | D: 3% | E: 3% | F: 13% | G: 2% | H: 10%

> CC(=O)Nc1ccc(S(=O)(=O)NCCNS(=O)(=O)c2ccc(NC(C)=O)cc2)cc1
  A: 5% | B: 2% | C: -42%[inhibitor] | D: -5% | E: -5% | F: -3% | G: 19% | H: 16%

> S=c1nc(-c2ccccc2)oc2c1CCCC2
  A: 0% | B: 0% | C: -63%[inhibitor] | D: -23% | E: 5% | F: ? | G: 6% | H: 9%

> COc1cc(/C=N/n2c(-c3n[nH]c4c3CCC4)n[nH]c2=S)ccc1O
  A: 2% | B: 18% | C: i | D: 0% | E: 9% | F: 7% | G: 0% | H: 0%

> OCc1ccccc1-c1nc(NCC2CC2)nc2ccsc12
  A: -6% | B: -14% | C: i | D: 1% | E: -4% | F: 33% | G: 4% | H: 14%

> CCn1c(=O)cc(SCC(=O)Nc2ccc(OC)c(OC)c2)c2ccccc21
  A: 8% | B: 16% | C: -22%[57.5 µM] | D: 1% | E: 40% | F: 0% | G: 2% | H: 5%

> Cc1ccc(Cn2nnc3c(=O)n(CC(=O)N4CCCc5ccccc54)cnc32)cc1
  A: -1% | B: 23% | C: -19% | D: -2% | E: -23% | F: -11% | G: 13% | H: 6%

> CC(C)C(=O)N[C@H]1CCC2C3CC=C4C[C@@H](O)CC[C@]4(C)C3CC[C@@]21C (stereo partly drawn)
  A: -4% | B: -26% | C: i | D: 2% | E: 2% | F: 3% | G: 9% | H: -6%

> CCOC(=O)C1=C(CC)Nc2ccccc2N=C1NC(=O)c1cc(C)on1
  A: -12% | B: 1% | C: i | D: 2% | E: 8% | F: 9% | G: 7% | H: 1%

> COC(=O)c1ccc(C(=O)Nc2nc3cc(N)c(C)cc3s2)cc1
  A: 9% | B: -1% | C: i | D: -1% | E: 15% | F: 0% | G: -2% | H: 8%

> COc1cc(C(=O)N[C@@H](C)C(=O)NCc2ccco2)cc(OC)c1OC
  A: 21% | B: -11% | C: i | D: -1% | E: 2% | F: -13% | G: -11% | H: 18%

> CN(C)N=Nc1nc2c([nH]1)c(=O)n(C)c(=O)n2C
  A: 2% | B: 0% | C: i | D: -2% | E: 1% | F: -20% | G: 0% | H: -3%

> CCOc1ccc(NC(=O)CN(C)c2ccc(S(=O)(=O)N(C(C)C)C(C)C)cn2)cc1OCC
  A: -2% | B: -6% | C: i | D: -1% | E: -4% | F: 12% | G: 6% | H: 0%

> O=C(c1ccc2c(c1)OCO2)C1CCCN(Cc2cccc(C(F)(F)F)c2)C1 (stereo not drawn)
  A: -18% | B: -3% | C: i | D: 2% | E: -4% | F: 9% | G: -6% | H: 6%

> CCCNC(=O)C1(C)CCN(C(=O)COc2ccc(Cl)cc2Cl)C1 (stereo not drawn)
  A: -6% | B: -3% | C: i | D: -1% | E: -14% | F: 19% | G: 9% | H: 4%

> O=C(CCN1C(=O)c2ccccc2C1=O)NCCN1CCOCC1
  A: 6% | B: 0% | C: -1%[57.5 µM] | D: 2% | E: 16% | F: 16% | G: 5% | H: 5%

> Oc1oc(-c2ccccc2)nc1/C=N/c1nccs1
  A: -3% | B: -18% | C: -23% | D: -7% | E: nt | F: 6% | G: -3% | H: -3%

> Brc1cc(Br)c2nc(-c3cccs3)ccc2c1
  A: 6% | B: 7% | C: -4% | D: -17% | E: -18% | F: 3% | G: 0% | H: 3%

> Cc1ccnc(NS(=O)(=O)c2ccc(NC(=O)CCc3ccccc3)cc2)n1
  A: -15% | B: -7% | C: -5% | D: -3% | E: 9% | F: -18% | G: 3% | H: 8%

> Cn1cc2cc(NC(N)=S)ccc2n1
  A: 14% | B: 1% | C: -17% | D: 2% | E: -19% | F: 3% | G: -3% | H: -4%

> C[n+]1ccccc1C1CCCC/C1=N\Nc1ccc([N+](=O)[O-])cc1[N+](=O)[O-] (stereo not drawn)
  A: -8% | B: -10% | C: i | D: -5% | E: nt | F: 0% | G: 1% | H: 2%

> NC(=O)C1(N2CCCCC2)CCN(C(=O)NC2CCCCC2)CC1
  A: 1%[57.1 µM] | B: 18% | C: i | D: 0% | E: -15% | F: -1% | G: -2% | H: -20%

> COc1ccc(S(=O)(=O)N2CC(C(=O)O)Oc3ccc(Cl)cc32)cc1 (stereo not drawn)
  A: -2% | B: -4% | C: -17% | D: 2% | E: 13% | F: -2% | G: -3% | H: -6%

> O=C(CCNS(=O)(=O)c1cccs1)N1CCN(c2ccc(F)cc2)CC1
  A: 7% | B: -7% | C: -4% | D: -1% | E: 6% | F: 5% | G: 11% | H: 1%

> Cc1ccc(OCc2ccc(C(=O)NCC3CCCO3)cc2)cc1C (stereo not drawn)
  A: -10% | B: -8% | C: -88%[inhibitor] | D: 0% | E: 5% | F: -2% | G: -15% | H: 8%

> CCCc1ccc(C(=O)NNc2cc(Cl)ccc2Cl)cc1
  A: 2% | B: -14% | C: -21% | D: 16% | E: -2% | F: 25% | G: -4% | H: -3%

> CCC(C)NC(=O)CN(c1ccc(Cl)c(Cl)c1)S(C)(=O)=O (stereo not drawn)
  A: 0% | B: -5% | C: -5% | D: 5% | E: 6% | F: -12% | G: 15% | H: 12%

> N#CN(Cc1ccccc1)Cc1ccccc1
  A: -1% | B: 3% | C: i | D: 6% | E: 6% | F: 6% | G: 4% | H: 4%

> O=C(CNS(=O)(=O)c1ccccc1)N1CCCC1
  A: 5% | B: -1% | C: -7% | D: -13% | E: 10% | F: -11% | G: 6% | H: 13%

> O=C(C(c1ccccc1)c1ccccc1)N(Cc1ccco1)C1CCS(=O)(=O)C1 (stereo not drawn)
  A: 3% | B: 9% | C: -4% | D: 0% | E: 22% | F: -4% | G: 1% | H: 5%

> COCCN(C(=O)CSc1nc2ccc(Cl)cc2[nH]1)c1c(N)n(Cc2ccccc2)c(=O)[nH]c1=O
  A: -2% | B: 4% | C: i | D: 0% | E: nt | F: 14% | G: -7% | H: 2%

> Cc1nc2ccc(NS(=O)(=O)c3ccc(F)cc3)cc2s1
  A: 7% | B: -9% | C: -35%[inhibitor] | D: 0% | E: -2% | F: ? | G: -8% | H: -4%

> O=C(NCCNC(=O)c1ccc(Cl)cc1Cl)c1ccc(Cl)cc1Cl
  A: 4% | B: -16% | C: -5% | D: -7% | E: -32% | F: -2% | G: -15% | H: -5%

> COc1ccc(NC(=O)c2cc(C3CCCCN3S(=O)(=O)c3cccs3)on2)c(C)c1 (stereo not drawn)
  A: -8% | B: -3% | C: -61%[inhibitor] | D: 11% | E: ? | F: 18% | G: -2% | H: 5%

> COc1cccc(NC(=O)CN(C)CC(=O)NCc2ccc3c(c2)OCO3)c1
  A: -3% | B: 7% | C: i | D: -4% | E: -1% | F: 7% | G: 0% | H: 2%

> Cc1cc(C)cc(N2C(=O)CSC2c2cccs2)c1 (stereo not drawn)
  A: 6% | B: 10% | C: -4%[57.5 µM] | D: 3% | E: 8% | F: -6% | G: 3% | H: 6%

> CCOc1cc(/C=C2\SC(=NC)N(C)C2=O)c(Br)cc1OC(C)=O
  A: -23% | B: 6% | C: i | D: 10% | E: -5% | F: 24% | G: -3% | H: -9%

> COC(=O)CC(NS(=O)(=O)c1cccs1)c1ccc2c(c1)OCO2 (stereo not drawn)
  A: 6% | B: -6% | C: 26% | D: -1% | E: 1% | F: -6% | G: 1% | H: 4%

> CCCCNC(=O)c1onc(CSc2cc(C)cc(C)c2)c1C(=O)O
  A: -17% | B: -1% | C: -13% | D: 0% | E: -7% | F: 8% | G: 3% | H: 6%

> CCCN1CCC(NC(=O)Cc2ccccc2OC)CC1
  A: 4% | B: -4% | C: i | D: 6% | E: -10% | F: 15% | G: 0% | H: 3%

> Cc1ccc(S(=O)(=O)N(CC(=O)Nc2ccc(F)cc2)C(=O)N2CCN(C)CC2)cc1
  A: 1% | B: -2% | C: 7% | D: -8% | E: 4% | F: 6% | G: -7% | H: 10%

> O=C(CSc1oc(-c2cccs2)nc1S(=O)(=O)c1ccccc1)NC1CCCCC1
  A: 2% | B: -2% | C: -45%[inhibitor][57.5 µM] | D: 1% | E: 36% | F: -3% | G: 4% | H: 2%

> Cc1ccc(SCC(=O)N(Cc2nc(-c3ccccc3)no2)C(C)C)cc1
  A: -11% | B: -10% | C: -37%[inhibitor] | D: 0% | E: nt | F: 10% | G: 9% | H: 9%

Pulled one by one from above, three records:
Key to letters – A = EPAC2 antag; B = EPAC1 antagonist; C = PTHR1 agonist; D = aSyn yeast inh; E = FUS yeast rescue; F = TDP-43 yeast inh; G = EPAC1 ag; H = EPAC2 agonist
> O=C(C(c1ccccc1)c1ccccc1)N(Cc1ccco1)C1CCS(=O)(=O)C1 (stereo not drawn)
  A: 3% | B: 9% | C: -4% | D: 0% | E: 22% | F: -4% | G: 1% | H: 5%

> Cc1cc(C)cc(N2C(=O)CSC2c2cccs2)c1 (stereo not drawn)
  A: 6% | B: 10% | C: -4%[57.5 µM] | D: 3% | E: 8% | F: -6% | G: 3% | H: 6%

> Cc1ccc(SCC(=O)N(Cc2nc(-c3ccccc3)no2)C(C)C)cc1
  A: -11% | B: -10% | C: -37%[inhibitor] | D: 0% | E: nt | F: 10% | G: 9% | H: 9%
